# DNMT1 inh = blocks human DNA methyltransferase DNMT1; inhibition (reported as % activation of signal), % at 10 µM; P26358; DNMT1 molecular beacon, Hinp1I cleavage, fluorescence; actives 0.83% (n = 360,000); in the data active = inhibition above about 50%
# MsrA inh = inhibits bovine methionine sulfoxide reductase A; purified bovine MsrA, absorbance read-out; inhibition, % at 15.5 µM; actives 0.75% (n = 360,000); AID 651718; in the data active = inhibition above about 4.5%;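 also: 0% = vehicle wells with enzyme and 100% = reference inhibitor wells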
# STEP inh = blocks human striatal-enriched tyrosine phosphatase. P54829. recombinant STEP, OMFP fluorogenic substrate, fluorescence. inhibition, % at 20 µM. actives 0.25% (n = 360,000). AID 588621;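 active = inhibition at 20 µM, scaled per plate between control wells, above about 37%, limit read from the data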;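 also: 0% = DMSO with enzyme and substrate and 100% = substrate only without enzyme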
#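 medium = Bis-Tris buffer pH 6.0, 2.5 mM DTT, 0.005% Tween 20 | test system = STEP (striatal-enriched tyrosine phosphatase) enzyme, cell-free | measure = normalized % inhibition | compound dosing = 20 µM, 1% DMSO | also added = 25 µM OMFP | schedule = reaction 20 min, ambient temperature | measured by = fluorescence read at 480 nm ex / 540 nm em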
# bovine MsrA act = activates bovine MsrA enzyme; purified bovine MsrA, absorbance read-out; activation, % at 10.6 µM; actives 0.3% (n = 360,000); AID 602163; in the data active = activation above about 7.5%;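 also: 0% = vehicle and 100% = reference activator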
# NRP1-CendR mod = NRP-1/CendR interaction modulation; AID 602438; FAM-RPARPAR peptide binding to NRP-1, fluorescence polarization; inhibition, % at 25 µM; actives 0.85% (n = 360,000); O14786;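 active = inhibition or corrected inhibition above about 18%, plus a signal ratio from 0.5 to 1.5, limit read from the data, passing the limit was not always enough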; also: strong numbers were not always called active
# Target sequence (O14786 whole entry, looked up): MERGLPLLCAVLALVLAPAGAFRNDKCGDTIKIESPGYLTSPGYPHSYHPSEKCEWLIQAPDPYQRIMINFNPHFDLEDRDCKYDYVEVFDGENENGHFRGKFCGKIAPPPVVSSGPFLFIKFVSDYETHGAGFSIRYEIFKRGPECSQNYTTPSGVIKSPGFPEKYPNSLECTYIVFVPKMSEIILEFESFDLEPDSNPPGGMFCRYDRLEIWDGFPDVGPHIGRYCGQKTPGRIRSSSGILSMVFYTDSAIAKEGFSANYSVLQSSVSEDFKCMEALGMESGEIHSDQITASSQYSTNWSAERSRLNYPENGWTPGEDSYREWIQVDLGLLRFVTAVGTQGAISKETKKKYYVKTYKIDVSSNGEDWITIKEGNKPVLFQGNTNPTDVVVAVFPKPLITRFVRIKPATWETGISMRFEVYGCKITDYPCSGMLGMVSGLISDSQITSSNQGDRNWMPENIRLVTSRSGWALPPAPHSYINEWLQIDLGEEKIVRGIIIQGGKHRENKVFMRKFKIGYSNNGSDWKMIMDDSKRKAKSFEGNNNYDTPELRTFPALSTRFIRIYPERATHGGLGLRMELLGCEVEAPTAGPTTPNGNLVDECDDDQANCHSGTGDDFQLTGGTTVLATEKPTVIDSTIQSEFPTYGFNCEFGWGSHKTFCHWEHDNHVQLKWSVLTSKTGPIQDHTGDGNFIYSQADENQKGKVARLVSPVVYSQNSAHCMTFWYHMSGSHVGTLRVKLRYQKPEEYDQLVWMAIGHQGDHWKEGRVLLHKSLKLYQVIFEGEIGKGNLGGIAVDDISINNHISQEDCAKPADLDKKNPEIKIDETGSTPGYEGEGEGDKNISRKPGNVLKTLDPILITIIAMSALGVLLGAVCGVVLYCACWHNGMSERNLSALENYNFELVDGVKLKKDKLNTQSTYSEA
# SUMO1-SIM PPI = modulators of human SUMO1-mediated protein-protein interactions; P63165; SUMO1 binding to a labelled peptide, TR-FRET, 1 h; inhibition, % at 20 µM; actives 0.33% (n = 360,000); AID 602429; in the data active = inhibition above about 37%
# Target sequence (P63165 whole entry, looked up): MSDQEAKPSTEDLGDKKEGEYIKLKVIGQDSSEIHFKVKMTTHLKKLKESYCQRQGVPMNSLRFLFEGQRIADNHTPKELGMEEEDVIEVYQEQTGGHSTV
# Tb MetRS inh = blocks T. brucei methionyl-tRNA synthetase activity. purified T. brucei MetRS, ATP depletion, Kinase-Glo luminescence. inhibition, % at 11.9 µM. actives 0.4% (n = 360,000);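 active = inhibition above a per-plate cutoff of the control wells' mean inhibition plus 3 SD, cut at about 5.5% in these data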;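 also: 0% = DMSO wells median and 100% = median of wells with control inhibitor compound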
#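 assay system = parasite MetRS enzyme | timing = 15 min preincubation, 2 h reaction, all 25 °C | evaluation = percent inhibition relative to median high and low control wells | medium = HEPES buffer containing pyrophosphatase, BSA, spermine, DTT | compound = single dose, 11.9 µM final nominal, 0.9% final DMSO | detection = Kinase-Glo luminescence, ATP depletion format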
# LMPTP block = LMPTP (human) inhibition; P24666; recombinant LMPTP-A, OMFP fluorogenic substrate, fluorescence intensity; inhibition, % at 20 µM; actives 0.22% (n = 360,000); AID 651560;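 active = compounds that cut the enzyme signal by at least half of the control window in the single-dose screen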;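 also: plate controls were DMSO wells with enzyme plus substrate for no effect and substrate without enzyme for full effect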
#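 test system = LMPTP-A | amount = 0.625 nM LMPTP-A final | reagent = fluorogenic phosphatase substrate OMFP at 400 µM final | incubation = 50 min at room temperature | benchmarks = no-enzyme low control, uninhibited high control | medium = Bis-Tris pH 6.0, DTT, detergent | signal = fluorescence intensity of OMFP turnover product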
# Scp1 inh = inhibitors of human Scp-1 phosphatase. Q9GZU7. Recombinant Scp1, phosphopeptide, malachite green phosphate absorbance. inhibition, % at 20 µM. actives 0.88% (n = 340,000);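 active = inhibition above about 50% at 20 µM, limit read from the data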;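 also: plate controls were DMSO wells with enzyme for no effect and wells lacking enzyme for full effect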
#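 Material – SCP-1 phosphatase catalytic domain, residues 76-261 · Buffer or medium – Acidic Tris acetate buffer with magnesium and detergent · Also added – Phospho 17-mer peptide substrate · Compound – single 20 µM dose, 1% DMSO · Times – 45 min room-temperature reaction, 5 min colour, 30 min stabiliser · Technique – Phosphate-binding colour reagent, absorbance read at 630 nm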
# eLon inh = inhibits E. coli Lon protease. AID 602123. P0A9M0. purified E. coli Lon protease, fluorescence polarization. actives 0.42% (n = 360,000). inhibition, % at 7.94 µM; in the data active = inhibition above about 13%, passing the limit was not always enough;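 also: 0% = enzyme with probe and DMSO and 100% = no enzyme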
# Starred values were filed as active, the others as inactive; . = no result given.
SMILES,DNMT1 inh,MsrA inh,STEP inh,bovine MsrA act,NRP1-CendR mod,SUMO1-SIM PPI,Tb MetRS inh,LMPTP block,Scp1 inh,eLon inh
CCOC(=O)[C@]12CCC=C1N(Cc1cccc3ccccc13)C(=O)[C@H](CC(=O)N1CCCC1)C2,.,-0.2,.,-4,5,-2,-0.5,-0.4,.,5
Cc1nonc1NC(=O)OCCN1CCOC1=O,1,.,-3,-2,-10,-3,-1.3,-1.3,-6,-5
CCCNC(=O)C1(C)CCN(C(=O)c2cc(F)cc(F)c2)C1 (stereo not drawn),-2,-1.1,0,0,19,-1,-0.3,-0.5,.,-3
O=C1CC(N2CCC(c3nc4ccccc4o3)CC2)C(=O)N1c1ccc(F)cc1 (stereo not drawn),0,0.3,-1,-1,12,1,0.5,0.4,-9,-6
CCOC(=O)C1(CCOC)CCN(C(=O)c2sccc2C)CC1,-11,1.5,2,-6,2,2,-0.5,-0.8,0,-2
CC1CCCCN1CCNC(=O)Cn1nc(-c2ccccc2)ccc1=O (stereo not drawn),-1,0.3,-12,-8,-8,11,-1.3,-2.1,0,-5
COc1ccc(CC(=O)Nc2ccc(S(=O)(=O)N3CCCC3)cc2)cc1OC,0,1.3,0,-1,-2,6,0.0,-0.7,-3,-5
CC1=C(C(=O)OCCNC(=O)c2ccccc2O)C(c2ccccc2[N+](=O)[O-])C(C(=O)OCC2CCCO2)=C(C)N1 (stereo not drawn),0,-0.3,-1,-5,-7,2,0.6,-0.2,-13,2
CCOC(=O)C1CCN(C(=O)CCC(=O)NCCc2ccc(Cl)cc2)CC1,-6,1.4,0,-4,-1,4,0.2,-1.2,-6,0
CN(C)S(=O)(=O)c1cccc(COc2ccccc2C(=O)Nc2ccccc2)c1,-3,2.5,4,-5,5,6,0.2,4.2,-8,-14
CCN(CC(=O)Nc1ccc2c(c1)OCCO2)C(=O)c1cc(=O)[nH]c2ccccc12,4,1.4,-4,-3,-6,-1,-0.3,-0.5,-1,-13
COCCNC(=S)N(CCc1c(C)[nH]c2ccc(F)cc12)Cc1ccco1,-8,-0.4,2,0,-2,-5,-0.7,2.6,-4,-5

# The closing 2 compounds of the section before are carried over, then new ones follow.
SMILES,DNMT1 inh,MsrA inh,STEP inh,bovine MsrA act,NRP1-CendR mod,SUMO1-SIM PPI,Tb MetRS inh,LMPTP block,Scp1 inh,eLon inh
CCN(CC(=O)Nc1ccc2c(c1)OCCO2)C(=O)c1cc(=O)[nH]c2ccccc12,4,1.4,-4,-3,-6,-1,-0.3,-0.5,-1,-13
COCCNC(=S)N(CCc1c(C)[nH]c2ccc(F)cc12)Cc1ccco1,-8,-0.4,2,0,-2,-5,-0.7,2.6,-4,-5
Nc1nnnn1/N=C/c1ccccc1,4,0.1,-5,-12,2,-4,0.0,-1.8,6,6
Cc1ccc(NS(=O)(=O)c2c(C)[nH]c(=O)[nH]c2=O)cc1F,1,-0.8,0,-2,9,5,0.2,-1.2,-7,-7
COc1ccc(NC(=O)CN2CCCCC2)cc1,3,-1.8,1,0,7,0,0.6,-0.6,-9,-5
O=C(NC(=S)NNC(=O)c1cccs1)c1ccc(Br)o1,0,2.1,2,5,-3,4,-0.3,0.5,-6,-2
Cc1cc(C)nc(N/N=C/c2ccncc2)n1,1,1.7,-1,-3,5,-9,-1.3,-1.2,-6,3
CN1CCN(CC(=O)Nc2cccc([N+](=O)[O-])c2)CC1,-1,0.3,-3,-1,-1,-2,-0.2,0.4,-8,2
COc1ccc(C(O)c2nc3ccccc3n2C(C)C)cc1 (stereo not drawn),-19,0.7,0,-11,3,3,-1.3,-2.1,-4,-15
C/C(=N\Nc1ccc([N+](=O)[O-])cc1[N+](=O)[O-])C(C)C(C)C (stereo not drawn),8,16*,5,-4,2,-24,1.3,3.1,-9,2
CCSc1nc2c(c(=O)[nH]1)C(c1ccccn1)C1=C(CC(C)(C)CC1=O)N2 (stereo not drawn),0,-0.5,4,-2,4,-5,0.2,-1.0,-12,7
Cc1noc(C)c1CSCC(=O)Nc1ccc(OC(F)F)c(Cl)c1,-6,-0.5,0,-3,5,6,-0.1,-1.4,-11,2
Cc1ccc(N2CC(O)=C(c3nc4ccccc4c(=O)[nH]3)C2=N)cc1C,4,1.9,4,-11,-10,7,-0.5,3.1,50,-1
CC1(C)CC(=O)C(c2ccccc2)(c2ccccc2)C(=O)C1,0,-0.6,0,-1,-8,11,-0.4,-1.5,-8,-7
CNS(=O)(=O)c1ccc(NC(=S)Nc2ccc3c(c2)OCO3)cc1,-9,-0.1,2,-2,3,-2,-0.4,3.7,-1,1
OC(COc1ccc2cc(Br)ccc2c1)CN1CCOCC1 (stereo not drawn),-1,2.5,0,-12,-7,-9,-0.6,-1.8,3,0
COc1ccc(-c2nnnn2CCc2ccccc2)cc1,4,0.2,2,-1,9,-1,-0.6,-1.1,-6,-6
COc1ccc(C2=NN(CCC(=O)NCc3cccs3)C(=O)CC2)cc1,0,-0.3,0,-1,-9,4,0.1,-0.4,-4,-3
CCn1c(=O)n(CC)c2cc(S(=O)(=O)Nc3cc(C)cc(C)c3C#N)ccc21,1,2.4,-4,-2,8,-3,-0.6,-1.1,0,1
CCC(=O)N1CCc2cc(S(=O)(=O)N(CC)c3cccc(C)c3)ccc21,1,-0.6,2,-2,0,-1,-0.1,0.6,3,-1
O=C(O)CC(NCc1ccco1)C(=O)OCCCl (stereo not drawn),4,0.4,-2,0,7,4,0.5,-0.5,-6,0
O=C(Nc1ccc(F)cc1)c1cc(Cl)sc1Cl,1,-1.7,1,-2,-2,-2,-0.8,0.4,-14,-11
CCNc1nc(NCC)nc(N(n2cnnc2)S(=O)(=O)c2ccc(C)cc2)n1,13,0.3,1,-8,7,-1,-0.3,-2.0,-8,5
COc1cc(OC)cc(C(=O)Oc2ccc(/C=N/Nc3nc4ccccc4s3)cc2OC)c1,-30,2.4,-1,-4,-2,9,0.2,0.7,-17,-3
COc1ccc(Nc2ccc([N+](=O)[O-])c3nonc23)c(OC)c1,-3,-0.2,10,-7,13,-29,-0.9,16,-2,-3
CCOC(=O)C1=C(C)NC2=C(C(=O)CC(c3cccs3)C2)C1c1cccs1 (stereo not drawn),-5,0.5,4,-6,9,4,-0.2,1.9,-8,-7
CCOC(=O)c1c(NC(=O)C2CC2)sc(C)c1CC,-1,-0.4,29,-2,9,2,-0.5,2.0,-8,-6
CC(C)N1CCN(c2ccncc2S(=O)(=O)N2CCCCC2)CC1,-3,1.2,2,-1,5,4,0.2,-0.5,.,-10
Cc1cccc(OCC(=O)NCC(=O)N/N=C/c2ccc([N+](=O)[O-])cc2)c1,1,2.1,2,-5,14,-17,-0.9,0.3,-9,-7
O=c1[nH]nc(-c2cccs2)c2ccccc12,-2,0.3,3,-3,0,-7,-0.8,0.1,-11,-7
COc1ccc(N2CCN(C3CCCCC3NS(=O)(=O)c3ccc(Cl)cc3)CC2)cc1 (stereo not drawn),0,1.9,3,-3,3,2,0.0,-0.8,0,8
C=CCn1c(SCC(=O)Nc2cc(C)on2)nnc1-c1ccccc1F,-1,-1.6,-1,-3,-2,4,0.0,-0.9,-7,-6
COc1ccc(-c2[nH]ncc2/C=N/NC(=O)c2ccc(Br)cc2)c(OC)c1,-8,-0.2,-2,-2,10,4,1.9,0.8,-8,-6
COP(C)(=O)c1c(C)nn(-c2ccccc2)c1C (stereo not drawn),3,-0.5,-1,0,14,-2,0.1,-3.7,3,3
Cc1ccc(NC(=O)NC2CCN(S(=O)(=O)c3ccc(F)cc3)CC2)cc1,-2,-2.0,0,1,5,0,0.2,1.1,-6,-2
Cc1ccc(N=C2N=C(N)c3ccccc32)cc1C,-2,0.1,-1,-1,-6,-8,-0.4,-0.4,-6,-3
C=C(Br)Cn1c(CCCC)nc2ccccc21,0,-0.5,-1,1,14,-4,-0.1,-1.0,-6,4
CCc1ccc(NC(=O)C2CC(=O)N(C(C)C)C2)cc1 (stereo not drawn),-1,-0.7,3,-1,14,3,0.3,-1.2,-2,4

# A second format for part of the listing above:
# Order of values – DNMT1 inh, MsrA inh, STEP inh, bovine MsrA act, NRP1-CendR mod, SUMO1-SIM PPI, Tb MetRS inh, LMPTP block, Scp1 inh, eLon inh
- CCOC(=O)c1c(NC(=O)C2CC2)sc(C)c1CC
→ -1, -0.4, 29, -2, 9, 2, -0.5, 2.0, -8, -6
- CC(C)N1CCN(c2ccncc2S(=O)(=O)N2CCCCC2)CC1
→ -3, 1.2, 2, -1, 5, 4, 0.2, -0.5, ., -10
- Cc1cccc(OCC(=O)NCC(=O)N/N=C/c2ccc([N+](=O)[O-])cc2)c1
→ 1, 2.1, 2, -5, 14, -17, -0.9, 0.3, -9, -7
- O=c1[nH]nc(-c2cccs2)c2ccccc12
→ -2, 0.3, 3, -3, 0, -7, -0.8, 0.1, -11, -7
- COc1ccc(N2CCN(C3CCCCC3NS(=O)(=O)c3ccc(Cl)cc3)CC2)cc1 (stereo not drawn)
→ 0, 1.9, 3, -3, 3, 2, 0.0, -0.8, 0, 8
- C=CCn1c(SCC(=O)Nc2cc(C)on2)nnc1-c1ccccc1F
→ -1, -1.6, -1, -3, -2, 4, 0.0, -0.9, -7, -6
- COc1ccc(-c2[nH]ncc2/C=N/NC(=O)c2ccc(Br)cc2)c(OC)c1
→ -8, -0.2, -2, -2, 10, 4, 1.9, 0.8, -8, -6
- COP(C)(=O)c1c(C)nn(-c2ccccc2)c1C (stereo not drawn)
→ 3, -0.5, -1, 0, 14, -2, 0.1, -3.7, 3, 3
- Cc1ccc(NC(=O)NC2CCN(S(=O)(=O)c3ccc(F)cc3)CC2)cc1
→ -2, -2.0, 0, 1, 5, 0, 0.2, 1.1, -6, -2
- Cc1ccc(N=C2N=C(N)c3ccccc32)cc1C
→ -2, 0.1, -1, -1, -6, -8, -0.4, -0.4, -6, -3

# The results go on:
SMILES,DNMT1 inh,MsrA inh,STEP inh,bovine MsrA act,NRP1-CendR mod,SUMO1-SIM PPI,Tb MetRS inh,LMPTP block,Scp1 inh,eLon inh
C[C@H](CO)N1C[C@H](C)[C@@H](CN(C)S(=O)(=O)c2cccs2)OCc2cn(nn2)CCCC1=O,2,-1.6,2,-4,0,8,0.8,-0.6,.,-3
CCN(CC)c1ccc(NC(=O)CN2CCN(CC(=O)Nc3ccccc3OC)CC2)cc1,-2,2.8,0,-2,0,3,-2.0,1.3,-8,0
Cn1c(=O)cc(NCCc2ccccc2)[nH]c1=O,-3,0.2,-2,1,12,-2,0.5,-2.9,3,-7
COC(=O)CCCn1cc(CN2CC(N3CCN(CCN(C)C)CC3)CS2(=O)=O)nn1 (stereo not drawn),.,1.1,.,-4,-7,-16,-0.9,-8.3,.,-4
Cc1cc(C(=O)COC(=O)c2ccc(Cl)c(S(N)(=O)=O)c2)c(C)n1CC1CCCO1 (stereo not drawn),-8,0.1,1,6,11,3,-0.2,-1.5,-12,-1
